# ERb coact inh: inhibitors of ERβ-SRC1 coactivator interaction, primary screen, biochemical, TR-FRET, ERβ LBD, SRC-1 peptide. Estrogen receptor beta (Homo sapiens), Q92731. 1.3% of 86,000 active. inhibition, % at 25.6 µM. TR-FRET ER-beta LBD / SRC1-Cy5 peptide binding; receptor agonist-loaded with 1 µM estradiol;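 active = compounds whose percent inhibition of the receptor-coactivator binding signal exceeds about 50% in the single-dose screen, limit read from the data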;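 note: 0% = receptor plus peptide wells without compound and 100% = peptide-only wells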
# CD11b adhes enh: enhancers of CD11b/CD18 adhesion to fibrinogen, primary screen, K562 cells, luminescence. 0.07% of 93,000 active. ATPlite luminescence. AID 1499, 2009. activation, % at 10 µM;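 active = 10 µM primary screen giving 50% or more activity, confirmed by 40% or more on retest at that dose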; note: strong numbers were not always called active; reference of the scale not given here
# Ecoli WT expand: growth inhibitors of wild-type E. coli, primary screen, strain BW25113, expanded library, OD600; OD600 absorbance; growth inhibition, % at 100 µM; 0.15% of 98,000 active;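 active = growth inhibition above about 50% at one test dose, limit read from the data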;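 note: growth measured after 20 h incubation at 37 °C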
# MT1-MMP txn act: MT1-MMP promoter reporter activation – cell-based, luciferase luminescence, primary screen | activation factor at 10 µM | HT1080 MT1-MMP promoter luciferase reporter, overnight; stronger effect = higher value | 0.16% of 86,000 active | AID 750, 2007;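 active = activation factor of at least 2 for MT1-MMP transcription at 10 µM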
# CD11b adhes inh: inhibitors of CD11b/CD18 adhesion to fibrinogen, primary screen, K562 cells, luminescence | Integrin beta-2 (Homo sapiens) + Integrin alpha-M (Homo sapiens), P05107+P11215 | ATPlite luminescence; Mn2+ added to activate the integrin | inhibition, % at 10 µM | 0.54% of 93,000 active;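 active = primary inhibition of 50% or more at 10 µM, then 40% or more on retest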; note: some results filed as inactive read as strong as hits
# PLAP activator: PLAP enzyme activators, biochemical, luminescence, HTS; 1.2% of 96,000 active; activation fold at 20 µM; Alkaline phosphatase, placental type (Homo sapiens), P05187; purified PLAP enzyme, luminescent substrate read-out; stronger effect = higher value; AID 696, 2007; in the data active = activation fold above about 2
# Target sequence (P05187 whole entry, looked up): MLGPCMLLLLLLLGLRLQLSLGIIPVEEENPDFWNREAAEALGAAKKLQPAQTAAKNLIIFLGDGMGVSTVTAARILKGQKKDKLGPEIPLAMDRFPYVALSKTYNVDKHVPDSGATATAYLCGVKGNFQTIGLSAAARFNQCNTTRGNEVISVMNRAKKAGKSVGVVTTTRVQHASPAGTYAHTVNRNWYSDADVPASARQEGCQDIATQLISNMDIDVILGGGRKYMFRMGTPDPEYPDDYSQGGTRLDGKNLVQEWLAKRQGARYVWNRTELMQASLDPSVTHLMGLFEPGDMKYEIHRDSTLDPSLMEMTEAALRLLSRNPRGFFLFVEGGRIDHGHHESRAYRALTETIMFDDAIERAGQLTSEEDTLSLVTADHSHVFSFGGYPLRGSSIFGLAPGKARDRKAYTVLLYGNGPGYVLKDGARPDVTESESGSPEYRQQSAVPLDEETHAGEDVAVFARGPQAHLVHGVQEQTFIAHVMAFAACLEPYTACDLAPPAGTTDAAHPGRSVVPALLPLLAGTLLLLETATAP
# ERa SRC1 inh: ERα–SRC-1 coactivator interaction inhibitors, primary screen, biochemical, TR-FRET, ERα LBD, estradiol-bound; Estrogen receptor (Homo sapiens), P03372; TR-FRET ER-alpha LBD / SRC-1 peptide; inhibition, % at 25.6 µM; 1.7% of 86,000 active; AID 629, 2007; in the data active = inhibition above about 50%;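 note: 0% = receptor plus peptide control and 100% = peptide only without receptor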
# FAK inh: FAK kinase inhibitors, primary screen, biochemical | Focal adhesion kinase 1 (Homo sapiens), Q05397 | biochemical FAK kinase activity assay | inhibition, %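 (tested at 7 µM)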 | 0.84% of 97,000 active | AID 727, 2007; in the data active = inhibition above about 19%;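 note: 0% = DMSO and 100% = reference compound high control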
# ERa coact pot: enhancers of ERα–SRC-1 coactivator binding, primary screen, biochemical, TR-FRET, ERα LBD, low estradiol; Estrogen receptor (Homo sapiens), P03372; TR-FRET ERalpha-LBD/SRC-Cy5 coactivator binding, 2 h; 100 = basal binding, no effect; coactivator binding (% of control), % at 25.6 µM; 1.3% of 86,000 active; in the data active = activity above about 200%;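 note: binding measured in presence of low estradiol as agonist stimulus; 0% = peptide alone without receptor and 100% = receptor with peptide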
# Starred values were filed as active, the others as inactive; nt = not tested or not shown; [ ] = dose if it differs, or a comment.
SMILES,ERb coact inh,CD11b adhes enh,Ecoli WT expand,MT1-MMP txn act,CD11b adhes inh,PLAP activator,ERa SRC1 inh,FAK inh,ERa coact pot
COc1cccc(N2CCN(C(=O)C3CCCN(S(=O)(=O)c4cnc[nH]4)C3)CC2)c1 (stereo unspecified),-0.6,1.6,7.0,1.1,-6.2,1.7,-7.7,-3.0,110.1
CCN(CC(=O)NC1CCS(=O)(=O)C1)C(=O)COc1ccccc1-c1ccccc1 (stereo unspecified),5.0[fluorescence artefact?],nt,4.0,1.1,nt,nt,6.3[fluorescence artefact?],-1.4,122.7
O=C(Nc1cc2ccccc2oc1=O)C1CCCCC1,-1.5,nt,8.0,1.5,nt,0.9,3.0,-3.8,122.1
O=C(CN1C(=O)NC2(CCCCCCC2)C1=O)NCc1ccc2c(c1)OCO2,nt,-3.0,1.0,nt,1.0,0.8,nt,-0.1,nt
Cn1cccc1Cc1nnc(SCC(=O)N2CCCc3ccccc32)n1-c1ccc(F)cc1,22.4[fluorescence artefact?],0.4,-1.0,1.1,0.2,1.5,29.4[fluorescence artefact?],nt,65.5[fluorescence artefact?]
CCOC(=O)C1CCCN(C(=O)C2CCN(S(=O)(=O)N3CCC4(CC3)OCCO4)CC2)C1 (stereo unspecified),-3.0[fluorescence artefact?],nt,-1.0,1.2,nt,1.5,-3.4,-1.6,121.0
O=C(Nc1ccc(Br)cc1F)c1sccc1-n1cccc1,14.1,0.2,-8.0,1.1,17.5,1.1,12.5,2.8,92.8[fluorescence artefact?]
Cc1cccnc1NC(=O)C1CCCN(S(=O)(=O)c2ccc3c(c2)oc(=O)n3C)C1 (stereo unspecified),1.2[fluorescence artefact?],1.5,4.0,nt,-5.4,1.4,6.3,-2.4,78.1
CCS(=O)(=O)N1CCC(NC(=O)c2ccco2)CC1,-3.3,0.5,-4.0,1.2,-16.6,1,-4.5,-9.5,109.1
C=CCNC(=O)c1ccc(Sc2ccc(C)cc2)c([N+](=O)[O-])c1,nt,-3.5,-7.0,nt,8.8,1.1,nt,-0.9,nt
COC(=O)c1c(NC(=O)c2cnccn2)sc2c1CCC2,nt,9.6,-1.0,nt,-13.4,1.3,nt,-0.8,nt
CCn1nnc(NC(=O)C(C)Oc2ccc(Cl)cc2Cl)n1 (stereo unspecified),-1.7,-4.2,-3.0,1.1,8.9,0.9,6.7,-2.5,109.7
O=C(CCCc1ccccc1)N1CCc2ccccc21,-13.0,0.5,0.0,nt,-9.9,0.9,4.3,-0.3,132.7
O=C(Cn1cnc2c(cnn2-c2ccc(F)cc2)c1=O)NCC1CCCO1 (stereo unspecified),-5.3[fluorescence artefact?],nt,-4.0,1.1,nt,0.9,1.5,1.3,200.0*
COc1ccc(-n2cnnc2SCCC#N)cc1,-7.1,4.2,2.0,1,-12.6,1,-3.7,-3.1,127.1
CCC(C(=O)NCc1ccco1)N(Cc1cccs1)C(=O)CNS(=O)(=O)c1ccccc1 (stereo unspecified),-8.1,-2.1,5.0,1.2,-13.5,1.2,-4.5,-0.1,98.9
COc1cccc(CNC(=O)Nc2cccs2)c1,-8.9,1.3,12.0,1.4,-16.4,1,-8.8[fluorescence artefact?],-0.9,88.7
Cc1nn(-c2ccccc2)c2c1C(c1cccnc1)N1C=C(S(=O)(=O)N3CCCCC3)C=CC1=N2 (stereo unspecified),-6.0[fluorescence artefact?],-2.0,-9.0,1.2,-27.4,1.5,-19.1[fluorescence artefact?],nt,111.8
CCn1c(=O)cc(SCC(=O)N2CCN(c3ccccc3OC)CC2)c2ccccc21,14.2[fluorescence artefact?],-0.8,-6.0,1.3,-4.2,1.5,11.8[fluorescence artefact?],-8.9,88.5
Oc1ccc2ccccc2c1/C=N/Nc1nnc(-c2ncc[nH]2)c2ccccc12,nt,3.4,9.0,nt,14.2,1.4,nt,-1.4,nt
Cc1cc(C)cc(OCC(=O)OCC(=O)Nc2ccc(Cl)cn2)c1,-0.7,nt,1.0,1.1,nt,0.9,2.3,-7.2,86.2
CCOc1cc(S(=O)(=O)NCc2ccco2)c(OCC)cc1-n1cnnn1,2.8,2.9,2.0,1.1,-0.3,1.1,-3.6[fluorescence artefact?],-4.1,103.8
COCCn1c(=S)[nH]c2cc(C(=O)N3CCC(C(N)=O)(N4CCCCC4)CC3)ccc2c1=O,-0.1,-1.1,3.0,1.1,-15.2,1.3,-11.3,0.2,121.6
CC1Cc2ccccc2N1c1ncnc2c1nnn2Cc1ccccc1 (stereo unspecified),7.4,-0.5,-3.0,1,-2.3,0.9,-4.5,6.7,119.8
CCCOc1ccc(/C=N/NC(=O)c2ccc(Cn3cc([N+](=O)[O-])cn3)o2)cc1,nt,3.3,-15.0,nt,-8.7,0.9,nt,23.9*,nt
O=C(O)c1cccc2[nH]c(C(F)(F)F)nc12,-3.6,0.1,-10.0,1.1,-2.6,1.7,-3.2,nt,99.6
CCOc1ccc(C2CC(=O)c3c([nH]c(C(=O)OC)c3C)C2)cc1OC (stereo unspecified),11.5[fluorescence artefact?],49.8,2.0,nt,-11.4,0.9,35.0,5.1,131.7
COc1ccc(CC(=O)NC(=S)Nc2ccc(S(=O)(=O)NC(C)(C)C)cc2)cc1,nt,22.9,-8.0,nt,-4.1,0.9,nt,-2.9,nt
Cc1ccsc1C1C2=C(CC(C)(C)CC2=O)Nc2ncnn21 (stereo unspecified),-2.0,-2.9,-7.0,nt,-15.1,1.3,-1.4,0.8,95.5
CCc1nc(CNC(=O)c2cc(OC)c(OC)c(OC)c2)no1,-3.2,-3.6,4.0,1.4,-27.9,1.1,-4.8,-4.1,151.8[fluorescence artefact?]
CCCCOc1cccc(NC(=O)CSc2nccn2C)c1,4.5,2.9,13.0,1.1,-38.4,0.9,4.7,0.5,106.8
CCCCC(=O)Nc1cc(OCC)c(NC(=O)c2ccccc2[N+](=O)[O-])cc1OCC,nt,1.0,-5.0,nt,7.9,1.1,nt,5.2,nt
CC(OC(=O)c1cccs1)C(=O)NCC1CCCO1 (stereo unspecified),1.7[fluorescence artefact?],-3.9,2.0,nt,nt,1.1,6.9,nt,130.8
CCOC(=O)CSc1nc2c(c(=O)n1-c1ccc(OCC)cc1)SCC2,-4.0[fluorescence artefact?],4.6,-14.0,1.1,-20.4,0.8,-5.2,-2.0,100.9
COC(=O)c1ccccc1OC(=O)c1ccc(Br)o1,-8.0[fluorescence artefact?],-2.5,3.0,1,-9.9,0.8,2.2,-2.2,110.9
Cc1cc(NC(=O)CSc2c(C)[nH]c3ccccc23)no1,-2.4,-0.1,-3.0,1.1,-19.5,1.2,-5.1,nt,130.3
CCCCC1(CC)C(=O)NC(=O)NC1=Nc1ccc(OC)cc1 (stereo unspecified),-6.1,1.6,1.0,1.2,-7.8,1.1,-6.1,4.1,100.9
Cc1[nH]nc2c1C1(CCC(c3ccccc3)CC1)C(C#N)=C(N)O2 (stereo unspecified),2.1,1.4,6.0,nt,-6.4,0.9,-2.5,6.1,88.2
CCC(=O)Oc1ccc(-c2nc(-c3cccnc3)no2)cc1,-0.6,5.5,8.0,0.8,6.5,0.9,3.2,2.0,88.8
Nn1c(CN2CCCCC2)nc2ccccc2c1=O,-5.1,-1.7,0.0,1,7.8,1,0.1,-0.8,116.1
CC1(C(=O)O)CC(C)(C(=O)O)CC(C)(C(=O)O)C1 (stereo unspecified),-25.2[fluorescence artefact?],2.5,5.0,1.2,8.1,1.1,-24.6,-0.4,92.6
NS(=O)(=O)c1ccc(CCNc2nc(CN3CCOCC3)nc3sc4c(c23)CCC4)cc1,5.3,-4.0,nt,1,5.4,1.6,14.6,-0.9,104.1
Cc1c(NC(=O)C(C)OC(=O)CC2Sc3ccccc3NC2=O)c(=O)n(-c2ccccc2)n1C (stereo unspecified),3.2[fluorescence artefact?],1.0,-1.0,1.3,-15.7,1.8,3.4,3.0,128.0[fluorescence artefact?]
O=C(CCCn1c(=O)[nH]c2cc(Cl)ccc2c1=O)NC1CCCCCCC1,13.5,-0.8,-7.0,1,10.6,1.2,7.1,-0.6,112.6
C#CC[N+]1(CC#Cc2ccccc2)CCOCC1,3.1,0.1,1.0,1.1,-13.6,0.9,-4.5,0.7,109.9
CCN(CC)CCN1C(=O)C(=O)/C(=C(/O)c2c(C)[nH]c(C(=O)OC)c2C)C1c1ccc(OC)cc1 (stereo unspecified),-11.1,2.0,2.0,1.1,-9.8,1.5,-1.2,nt,116.2
COc1cc2cc(/C=C/C(=O)c3ccco3)c(Cl)nc2cc1OC,-0.5,2.2,-1.0,1.1,22.6,1,-6.5,1.7,98.3
CCOc1ccccc1N=C1NC(=O)CS1,-12.4,-2.1,5.0,1.1,-24.1,0.9,-14.8,-0.5,110.7
CC(C(=O)Nc1ccc(F)c(F)c1F)N1CCCCCC1 (stereo unspecified),nt,2.7,1.0,nt,1.9,1.3,nt,-0.9,nt
CCN1CCN(C(c2cc3cccc(C)c3[nH]c2=O)c2nnnn2Cc2ccccc2)CC1 (stereo unspecified),-7.4,-3.7,10.0,1.2,4.5,1.5,0.1,nt,131.1

# Next records follow.
SMILES,ERb coact inh,CD11b adhes enh,Ecoli WT expand,MT1-MMP txn act,CD11b adhes inh,PLAP activator,ERa SRC1 inh,FAK inh,ERa coact pot
CC(=O)Nc1ccc(SCC(=O)c2cc(C)n(C)c2C)cc1,1.9,3.5,7.0,1.6,-3.6,1.3,10.9,-1.1,98.6
C[C@H](NC(=O)C1(c2ccccc2)CCN(C(=O)[C@H]2CSCN2C(=O)OC(C)(C)C)CC1)C(=O)O,-1.6,1.0,0.0,1.1,-12.0,1.6,-7.5,-3.4,117.4
O=C(Nc1ccc(-c2nc3ccccc3o2)cc1)c1ccc(N2C(=O)C3C4C=CC(C4)C3C2=O)cc1 (stereo unspecified),7.5,2.4,-11.0,1.1,37.2,1.4,14.2[fluorescence artefact?],-0.5,115.0[fluorescence artefact?]
CCOc1ccc(C(=O)N2CCCCCC2)cc1,-7.5,2.1,8.0,1.2,-35.8,0.8,-6.6,1.7,108.8
O=c1[nH]c2ccc(Br)cc2c(-c2ccccc2)c1CN1CCOCC1,-2.9,-1.8,-4.0,1,-21.6,1.7,3.5,3.5,89.3
COc1ccc(Cn2nnnc2C(c2cc3cccc(C)c3[nH]c2=O)N2CCOCC2)cc1 (stereo unspecified),13.6,-6.9,9.0,1,15.6,1.4,26.4[fluorescence artefact?],5.0,98.9
O=S(=O)(NCc1csc(-c2cccnc2)n1)c1cccs1,39.1,3.3,4.0,1.1,-39.7,1,71.2*,nt,45.4[fluorescence artefact?]
